Salmonella PhoP GFP – inhibitors of PhoP regulon expression, primary screen, Salmonella Typhimurium, GFP reporter (AID 1863) | S. Typhimurium PhoP-regulated promoter GFP reporter, 4 h; higher % means a stronger effect | one-dose inhibition, % at 50 µM; IC50 in µM for titrated hits | actives 0.16% (n = 300,000);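 active means inhibition over 29.93%, a cutoff 3 SD above the screen mean, later confirmed by dose response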;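 further: 0% = low Mg2+ inducing control and 100% = high Mg2+ repressing control; strong numbers were not always called active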
M1AAP inhibition – malaria alanyl aminopeptidase activity blockers – biochemical, fluorogenic H-Leu-NHMec substrate, 1536-well (AID 1445); recombinant M1AAP, H-Leu-NHMec fluorogenic kinetic assay; higher % means a stronger effect; one-dose inhibition, % at 30 µM; IC50 in µM for titrated hits; actives 0.42% (n = 220,000);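 active means primary inhibition above the hit cutoff, then over 50% inhibition at one or more dose response concentrations, cut at about 23% in these data, passing the limit was not always enough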;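 further: plate controls were DMSO full reaction for no effect and no enzyme background for full effect; strong numbers were not always called active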
M17LAP inhibition – P. falciparum M17LAP inhibitors, primary screen, biochemical, fluorogenic H-Leu-NHMec substrate, 1536-well (AID 1619); recombinant M17LAP, H-Leu-NHMec fluorogenic kinetic assay; higher % means a stronger effect; inhibition, % at 30 µM; hits with a dose series show IC50 in µM; actives 0.38% (n = 220,000);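 active means compound inhibiting the enzyme by more than half at any dose during confirmatory dose-response retesting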;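 further: plate controls were full reaction with DMSO carrier for no effect and no enzyme background for full effect; strong numbers were not always called active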
Yfh1-depleted yeast – mitochondrial function rescue without frataxin homolog – Friedreich's ataxia, plus single-dose screen, dose response (AID 1465); actives 0.074% (n = 220,000); fold induction at 50 µM; hits with a dose series show EC50 in µM; S. cerevisiae Yfh1-off respiration, WST-1 reduction, 72 h; higher fold induction means a stronger effect;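 active means fold induction of absorbance versus untreated yeast above a set limit, then at least 30% activation at any dose in follow-up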;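 further: activators that raise dye reduction in frataxin-depleted yeast; strong numbers were not always called active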
Siah-1 displacement – Siah-1 peptide-binding antagonists, primary screen, biochemical, fluorescence polarization, rhodamine-plectin, uHTS (AID 1817) | displacement, % at 20 µM; hits with a dose series show IC50 in µM | Siah-1 / rhodamine-plectin peptide fluorescence polarization; higher % means a stronger effect | actives 0.02% (n = 290,000);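 active means displacement of at least 50% at 20 µM, with a fluorescence ratio check between 0.3 and a set limit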;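 further: plate controls were Siah plus tracer with DMSO for no effect and tracer alone without Siah for full effect; strong numbers were not always called active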
PMI inhibition – MPI inhibition at elevated mannose 6-phosphate – biochemical, fluorescence intensity, high mannose 6-phosphate, primary screen (AID 1220); recombinant PMI enzyme, coupled fluorescence intensity; higher % means a stronger effect; actives 0.66% (n = 190,000); inhibition, % at 20 µM, or IC50 in µM where a hit was titrated; in the data active means inhibition above about 50%
West Nile antiviral – inhibition of WNV-induced cytopathic effect – cell-based, CPE readout (AID 1621). West Nile virus-infected cells, CPE inhibition; higher % means a stronger effect. one-dose CPE inhibition, % at 10 µM; IC50 in µM for titrated hits. actives 0.02% (n = 290,000); in the data active means a potency from the dose series; further: strong numbers were not always called active
XIAP antagonists – small molecules displacing peptide from XIAP – biochemical, IAP family, fluorescence polarization (AID 1018); XIAP BIR domain, fluorescence polarization peptide displacement; higher % means a stronger effect; displacement, % at 20 µM; hits with a dose series show IC50 in µM; actives 0.007% (n = 200,000); in the data active means displacement above about 50%; further: a part of the inactive calls stands beside numbers as strong as those of hits
CSM14.1 death rescue – protection against thapsigargin-triggered cell killing – 384-well, CSM14.1, ATP luminescence, primary screen (AID 1222); cellular ATP content (survival), % at 20 µM, or EC50 in µM where a hit was titrated; 190,000 tested, under 10 active; CSM14.1 thapsigargin-induced death rescue, ATP luminescence; higher % means a stronger effect;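 active means EC50 below 50 µM in the dose-response confirmation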;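 further: death triggered by thapsigargin at about 15 µM added after 2 h compound pretreatment; cell ATP read after overnight thapsigargin exposure of roughly 18 to 22 hours; normalized against plate controls of thapsigargin alone and 5% DMSO vehicle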
An asterisk follows results filed as active; i = inactive; . = not tested or not shown. Not a hit list, and some 1.6% of all compounds hit somewhere here.

SMILES	Salmonella PhoP GFP	M1AAP inhibition	M17LAP inhibition	Yfh1-depleted yeast	Siah-1 displacement	PMI inhibition	West Nile antiviral	XIAP antagonists	CSM14.1 death rescue
CC(=O)c1ccc(NC2OC(CO)C(O)C(O)C2O)cc1 (stereo unspecified)	-3%	2%	-9%	i	-1%	-6%	-0.1%	-13%	2.3%
CC(C)NC(=O)c1cc(-n2cnnc2)ccc1Cl	12%	4%	-6%	i	0%	-10%	0.5%	0.0%	-2.0%
O=C(N/N=C1/CCc2ccccc21)C1CC1	4%	3%	4%	i	0%	0%	1.3%	-1.0%	-1.5%
Cn1c(=O)oc2cc(S(=O)(=O)NCCCN3CCCC3=O)ccc21	10%	-3%	8%	i	-3%	-6%	0.5%	-4.4%	-1.1%
Cc1nc2ccccn2c1C(=O)N/N=C/c1ccc([N+](=O)[O-])o1	-8%	12%	25%	i	2%	27%	-1.8%	-3.7%	-1.4%
CCOC(=O)c1sc2nc(SC)nc(-c3ccc(Cl)cc3)c2c1N	-1%	-5%	-8%	i	1%	0%	1.3%	-0.7%	-3.2%
COC(=O)CN1C(=O)C2(C(C#N)=C(N)Oc3c2c(C)nn3-c2ccccc2)c2ccccc21 (stereo unspecified)	9%	5%	1%	i	0%	59%*	-0.4%	0.4%	-1.4%
CN(CC(=O)NCc1ccccc1)S(=O)(=O)c1cnc[nH]1	14%	7%	4%	i	-2%	-5%	-0.1%	-2.0%	-0.9%
CC1CCCCN1C(=O)c1cc(-c2ccc(Cl)c(Cl)c2)on1 (stereo unspecified)	-10%	-16%	1%	.	5%	4%	.	-5.1%	-0.6%
O=c1c2cc(Br)ccc2nc(-c2ccc([N+](=O)[O-])cc2)n1O	0%	-1%	0%	i	7%	-16%	0.8%	-8.1%	.
Cc1ccc(F)c(NC=C2C(=O)OC(C)(C)OC2=O)c1	4%	4%	-13%	i	-4%	-8%	0.2%	-2.7%	0.0%
COc1ccc(NS(=O)(=O)c2c(C)cc(C)cc2C)cc1	-9%	-2%	-1%	i	0%	8%	1.0%	-2.9%	-2.4%
COc1cccc(-c2cc(C(=O)Nc3cnn(Cc4ccccc4C)c3)no2)c1	7%	-8%	-8%	.	3%	-7%	.	-3.0%	-1.0%
S=C(Nc1ccc(Cl)cc1Cl)N1CCOCC1	5%	-2%	4%	i	11%	-11%	-0.4%	-4.9%	2.5%
CCn1c(SCC(=O)Nc2oc(-c3ccccc3)c(-c3ccccc3)c2C#N)nnc1-c1ccncc1	6%	7%	21%	i	0%	8%	-0.2%	-13%	-1.6%
COc1cc2cc(C)c(SCC(=O)N3CCOCC3)nc2cc1OC	0%	3%	27%	i	0%	0%	0.5%	-5.3%	1.2%
O=S(=O)(c1ccc(Br)cc1)N1CCN(c2ccc3nnc(-c4ccccc4)n3n2)CC1	11%	-1%	1%	i	6%	21%	0.0%	1.5%	3.7%
COc1ccc(C(=O)NNC(=O)C2CCN(S(=O)(=O)c3ccc(C)cc3)CC2)cc1	4%	1%	-3%	i	5%	-4%	0.9%	-3.5%	-0.7%
C=CCn1c(SCc2nnc(-c3ccccc3)o2)nnc1C(O)c1ccccc1 (stereo unspecified)	9%	-2%	6%	i	-1%	10%	-0.3%	1.9%	-0.4%
COc1ccc(CCNS(=O)(=O)c2ccc(F)cc2)cc1OC	-6%	9%	-9%	i	1%	3%	-0.4%	-1.5%	0.2%
COc1ccc(OC(C)C(=O)NCCc2nc3ccccc3[nH]2)cc1 (stereo unspecified)	3%	6%	-3%	i	4%	-2%	-0.2%	-0.3%	-2.4%
COC(=O)Cn1c2c(c3cc(C)ccc31)CCCC2	6%	2%	-9%	i	-2%	5%	0.1%	0.8%	-0.1%
O=C(CSCc1ccc(Cl)cc1)Nc1ccc(-c2nnc(-c3ccccc3)o2)cc1	17%	7%	0%	i	21%	-15%	-0.2%	-3.1%	-1.2%
O=C(NCCCN1CCOCC1)c1ccc2c(=O)n(CCc3ccccc3)c(=O)[nH]c2c1	7%	0%	-1%	i	-5%	0%	0.0%	-0.3%	3.2%
O=C(NC1CCCC1)c1ccc(Br)o1	0%	8%	0%	i	-3%	4%	0.5%	-0.7%	7.0%
OC(COc1ccc(Cl)cc1)CN1CCCCC1 (stereo unspecified)	8%	3%	-3%	i	2%	-8%	-0.7%	-4.7%	-3.0%
Cc1ccc(NC(=O)c2ccc(CSc3nnc(C)s3)cc2)c(C)c1	-7%	-4%	13%	i	0%	12%	0.5%	-4.0%	-1.4%
Cc1cnc(NC(=O)c2cc3c(s2)CCCC3)s1	6%	0%	-1%	i	2%	8%	-0.1%	-10%	-3.3%
CC(=O)c1cccc(NC(=O)c2cc(-c3ccc(C)cc3)on2)c1	-10%	1%	-5%	i	-4%	15%	-0.2%	-2.9%	.
O=C(/C=C/c1ccccc1[N+](=O)[O-])N1CCN(c2ccccc2F)CC1	3%	1%	0%	i	17%	8%	-1.2%	-3.0%	-1.4%

Single records, from the list above. Order of screens: Salmonella PhoP GFP	M1AAP inhibition	M17LAP inhibition	Yfh1-depleted yeast	Siah-1 displacement	PMI inhibition	West Nile antiviral	XIAP antagonists	CSM14.1 death rescue
OC(COc1ccc(Cl)cc1)CN1CCCCC1 (stereo unspecified) in the list: 8%	3%	-3%	i	2%	-8%	-0.7%	-4.7%	-3.0%
COc1ccc(OC(C)C(=O)NCCc2nc3ccccc3[nH]2)cc1 (stereo unspecified) in the list: 3%	6%	-3%	i	4%	-2%	-0.2%	-0.3%	-2.4%
O=C(NC1CCCC1)c1ccc(Br)o1 in the list: 0%	8%	0%	i	-3%	4%	0.5%	-0.7%	7.0%

Next section.
SMILES	Salmonella PhoP GFP	M1AAP inhibition	M17LAP inhibition	Yfh1-depleted yeast	Siah-1 displacement	PMI inhibition	West Nile antiviral	XIAP antagonists	CSM14.1 death rescue
CC(=O)c1cc(F)c(N2CCN(C(=O)c3ccco3)CC2)cc1C	-1%	5%	10%	i	0%	-2%	-0.1%	-0.4%	.
CC(=O)N1C(C)(C)CC(=NOC(=O)c2ccccc2)CC1(C)C	-5%	-1%	-1%	i	-2%	-10%	0.3%	-8.2%	-1.2%
N#Cc1c(Cl)cccc1Oc1ccc(S(=O)(=O)Nc2ccccc2)cc1	-9%	-1%	-5%	i	-2%	.	-1.5%	.	.
Cc1ccc(C(=O)OCC(=O)Nc2sccc2C(N)=O)cc1NC(=O)c1ccco1	22%	2%	4%	i	-7%	-9%	-0.1%	-8.4%	-0.8%
CC(C)CCNC(=O)CCCOc1cc(=O)n(C)c2ccccc12	-5%	-2%	-2%	.	-1%	1%	.	-7.8%	1.2%
CCOc1ccc(NC(=O)CC2SC(=O)N(c3ccccc3)C2=O)cc1 (stereo unspecified)	-13%	12%	4%	i	-3%	-6%	-0.3%	-4.8%	-0.1%
CCc1ccc2c(c1)c1nc(C)sc1n2CC(=O)OC	-3%	2%	17%	i	-1%	6%	-0.2%	-6.5%	-1.9%
Cn1cc(CN2CCCC(C(=O)c3cc(F)ccc3F)C2)c2ccccc21 (stereo unspecified)	.	.	.	i	1%	35%	0.7%	-4.5%	-2.9%
Cn1cc(CN2CCc3sccc3C2)c(-c2ccccc2F)n1	11%	-2%	0%	i	0%	39%	0.1%	-2.2%	-1.7%
Cc1noc(NS(=O)(=O)c2ccc(NC(=O)Nc3ccc(Cl)c(Cl)c3)cc2)c1C	-10%	17%	9µM*	i	-8%	3%	0.5%	-7.4%	-2.2%
Cc1c(C)n(Cc2ccccc2)c2ccc(C(=O)OCCCN(C)C)cc12	-6%	2%	-5%	i	-10%	0%	-1.1%	-3.7%	-4.3%
COc1cc(/C=C/C(=O)N2CCCc3ccccc32)cc(OC)c1OC	-19%	9%	20%	i	6%	-12%	0.6%	-0.7%	3.4%
CCCCCC1=NN2C(=O)CC(=O)N=C2S1	-4%	-1%	2%	i	5%	.	0.3%	.	.
Cc1nc(SCc2ccccc2F)c2oc3ccccc3c2n1	-9%	3%	-10%	i	-2%	.	-0.4%	.	.
C/C(=N/NC(=O)c1ccco1)c1cccc(NC(=O)c2ccc(C)s2)c1	8%	4%	24%	i	8%	1%	0.2%	-2.9%	-2.4%
CCOC(=O)c1cnc2c(c(C)nn2C)c1Oc1ccc(Cl)cc1	2%	21%	10%	i	-11%	10%	0.6%	-3.6%	-1.3%
CCC/C(O)=C1\C(=O)CCCC1=NCCc1c(C)[nH]c2ccc(OC)cc12	-7%	6%	8%	i	-2%	17%	-0.2%	-13%	-1.2%
CC(NC(=S)NC1CCCCC1)C(c1ccccc1)N1CCOCC1 (stereo unspecified)	-3%	2%	-5%	i	0%	5%	-0.7%	-11%	-2.0%
Cc1cccc(N(CC(=O)N2CCOCC2)S(C)(=O)=O)c1C	-4%	1%	9%	i	-1%	10%	-0.4%	-5.4%	-0.8%
O=C(NCc1ccco1)c1ccc2ccccc2c1	-2%	10%	13%	i	-6%	16%	-0.8%	-1.9%	-2.1%
CCOc1cccc(C2NC(=S)NC(C)=C2C(=O)Nc2ccccc2)c1 (stereo unspecified)	-6%	4%	-4%	i	13%	2%	-0.3%	-1.7%	17%
COC(=O)c1scc(C)c1N/N=C(\C)c1ccc(F)cc1F	-5%	3%	-2%	i	2%	5%	0.3%	-1.0%	-1.3%
Cc1cc([N+](=O)[O-])ccc1NC(=O)Cc1ccc(F)cc1	30%	6%	9%	i	2%	-6%	-0.6%	-11%	0.7%
CCOc1ccc2nc(NCCO)[nH]c2c1	-1%	8%	5%	i	2%	10%	0.1%	-2.4%	1.1%
COc1ccc(CCN(C)C(=O)CNC(=O)c2ccccc2F)cc1OC	-3%	7%	-8%	i	-4%	1%	-0.1%	-9.3%	-10%
O=C(c1cc(COc2ccc(F)cc2F)on1)N1CCSCC1	2%	1%	-3%	i	-7%	4%	-0.1%	-0.5%	-1.1%
Cc1cc(C(=O)O)ccc1-n1c(C)cc(/C=C(/C#N)C(=O)Nc2ccccc2)c1C	1%	9%	4%	i	10%	-4%	0.0%	-3.3%	-1.7%
Cc1ccccc1CSCCNC(=O)COc1ccc(Cl)cc1	-10%	-1%	0%	i	1%	4%	-0.8%	-5.5%	-0.6%
O=C(NN=C1CCCCC1)c1cc(-c2ccccc2)n[nH]1	-7%	8%	-2%	i	-2%	-9%	-0.4%	-4.4%	-2.6%
CC(=O)N1[C@H](Cc2ccccc2)C=C[C@]1(C)C(=O)NCc1ccccn1	0%	7%	1%	i	2%	-6%	-0.4%	-4.4%	-5.6%
S=C(NCc1ccncc1)NC1CCCC1	-5%	6%	0%	i	3%	1%	1.1%	-6.8%	-0.6%
O=C(CSc1nnnn1Cc1ccccc1)Nc1ccc2c(c1)OCO2	5%	6%	3%	i	-7%	-7%	-0.3%	-6.3%	-3.0%
O=C1Nc2ccccc2OC1CC(=O)N1CCCC1 (stereo unspecified)	-9%	7%	12%	i	-1%	5%	0.1%	-5.8%	-1.0%

High-throughput results as filed in PubChem BioAssay.
